# From PubChem
# NTR1 ag: NTR1-driven beta-arrestin-GFP spot formation – imaging, U2OS cells, high content, primary screen (AID 493036); agonist mode; activation, % at 20 µM; 330,000 compounds, 0.17% hits;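 active = activation at or above 40% of the spot to cytoplasm intensity ratio, with at least 20 cells analyzed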;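 note: 0% = DMSO without peptide and 100% = 100 nM NTR1 peptide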
# Target sequence (P30989 whole entry, looked up): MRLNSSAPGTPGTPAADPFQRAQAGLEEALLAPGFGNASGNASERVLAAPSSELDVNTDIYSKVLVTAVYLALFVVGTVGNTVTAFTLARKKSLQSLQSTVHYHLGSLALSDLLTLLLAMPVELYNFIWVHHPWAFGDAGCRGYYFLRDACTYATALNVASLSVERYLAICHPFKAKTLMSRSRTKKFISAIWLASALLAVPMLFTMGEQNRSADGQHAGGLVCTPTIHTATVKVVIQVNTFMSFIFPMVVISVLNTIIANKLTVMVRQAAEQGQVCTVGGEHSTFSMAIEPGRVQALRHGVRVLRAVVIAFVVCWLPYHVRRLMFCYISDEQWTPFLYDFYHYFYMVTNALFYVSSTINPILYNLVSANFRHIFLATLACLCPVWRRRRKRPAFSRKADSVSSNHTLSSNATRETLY
# NS5 inhibitors: flavivirus cap methylation enzyme inhibition – biochemical, confirmation dose response, primary screen (AID 588689); Dengue-2 NS5 methyltransferase capping enzyme assay, biochemical; higher % means a stronger effect; inhibition, % at 25 µM; hits with a dose series show IC50 in µM; 340,000 compounds, 0.3% hits; in the data active = a potency from the dose series
# RSV antiviral HEp-2: RSV antiviral activity via CPE protection, HEp-2 cells, primary 10 µM value included (AID 2391); CPE inhibition, % at 10 µM, or IC50 in µM where a hit was titrated; HEp-2 cells, RSV-induced CPE inhibition; higher % means a stronger effect; 310,000 compounds, 0.13% hits; in the data active = a potency from the dose series; note: strong numbers were not always called active
# LYP inhibition: inhibitors of LYP phosphatase, biochemical, fluorescence intensity, uHTS (AID 1779). recombinant LYP phosphatase, fluorescence intensity; higher % means a stronger effect. one-dose inhibition, % at 11.5 µM; IC50 in µM for titrated hits. 290,000 compounds, 0.054% hits; in the data active = inhibition above about 50%;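 note: plate controls were vehicle with enzyme for no effect and no enzyme for full effect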
# AID2073: inhibitors of Mint1-CaV2.2 protein interaction, biochemical, HTRF (AID 2073); HTRF protein-protein interaction, Mint1-CaV2.2; higher % means a stronger effect; inhibition, % at 20 µM; hits with a dose series show IC50 in µM; 290,000 compounds, 0.19% hits; in the data active = inhibition mostly above about 51%, no sharp cut-off; note: some results filed as inactive read as strong as hits
# Autophagy mod: autophagy modulation, high-content screen | MEF GFP-LC3 puncta imaging; test concentration mostly 10 µM | calls only at 10 µM (by protocol) | 190,000 compounds, 0.98% hits | AID 463193;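 active = percentage of spot-positive cells more than 3 SD above its plate mean, without a fluorescence outlier flag or 80% toxicity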;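 note: spot-positive cell cutoff set from DMSO-treated cells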
# GPR35 arrestin U2OS: GPR35 antagonists blocking zaprinast-driven arrestin recruitment, primary screen, imaging, U2OS, beta-arrestin-GFP, zaprinast agonist (AID 2058); U2OS GPR35 beta-arrestin-GFP translocation imaging, zaprinast antagonism; higher % means a stronger effect; inhibition, % at 10 µM; hits with a dose series show IC50 in µM; 290,000 compounds, 0.052% hits;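 active = inhibition of at least 50% with at least 30 cells and total cytoplasm GFP at most 10,000,000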
# WT yeast gro inh: growth inhibition of WT yeast, mitochondrial fusion screen; mitochondrial fusion phenotypic screen, WT strain; 190,000 compounds, 2.1% hits; inhibition, % at 10 µM; in the data active = inhibition above about 58%; tested in S. cerevisiae
# K1F lysis inhibition: protection from phage-mediated lysis, alamar blue read-out – E. coli UTI89, K1F phage, bacterial capsule biogenesis inhibitors (AID 488966); E. coli UTI89 K1F phage lysis, alamar blue, 2 h; higher % means a stronger effect; inhibition, % at 100 µM; hits with a dose series show IC50 in µM; 340,000 compounds, 0.02% hits;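 active = phage lysis inhibition, versus mean bacterial control, above a set limit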;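 note: capsule biogenesis inhibitors block K1F phage lysis so surviving cells raise fluorescence; higher fluorescence means more inhibition of phage lysis; actives were called in the ten point dose series up to 300 µM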
# WT yeast gro inh mutant strain: further read-out of WT yeast gro inh, marked with its call; inhibition, %; mitochondrial fusion phenotypic screen, mutant strain inhibition
# Autophagy mod cell loss 18 h: also measured in Autophagy mod; calls as there; toxicity, %; measured here: cell loss, nuclei count;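 cell loss after 18 h compound exposure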
# NTR1 ag cell count 20 µM: second read-out of NTR1 ag, no call of its own (marks repeat the call); cell count; measured here: cell count, cytotoxicity flag
# NS5 inhibitors pilot replicate: second read-out of NS5 inhibitors, no call of its own (marks repeat the call); inhibition, %; measured here: pilot screen replicate inhibition
# * hit, by the source's call; i = inactive; . = not tested or not shown; [ ] = dose if it differs, or a comment.
SMILES,NTR1 ag,NTR1 ag cell count 20 µM,NS5 inhibitors,RSV antiviral HEp-2,LYP inhibition,AID2073,Autophagy mod,Autophagy mod cell loss 18 h,GPR35 arrestin U2OS,WT yeast gro inh,WT yeast gro inh mutant strain,K1F lysis inhibition,others
O=C(c1n[nH]c(=O)c2ccccc12)N1CCN(Cc2ccc3c(c2)OCO3)CC1,-0.2,70,9.5%,0.2%,-8.3%,8.4%,.,.,-14.5%,.,.,0.0%,
COCCNc1nc2c(S(=O)(=O)c3cc(C)ccc3C)nnn2c2ccccc12,3.1,70,-9.8%,1.9%,-5.5%,36.5%,i,29.2,-6.5%,-3.5,-14.4,0.2%,
Cc1ccc(CNC(=O)CSc2nc3ccccc3c3nc(C)nn23)cc1,.,.,.,.,0.8%,-4.4%,i,-15.5,0.6%,-3.6,14.4,.,
COc1ccc(CN(C)C(=O)c2ccc3c(=O)n4c(nc3c2)CCC4)cc1,-0.2,57,-4.7%,2.1%,1.2%,41.3%,.,.,13.0%,.,.,0.3%,
COc1cc(F)cc(C2=CC(=O)C[C@H](c3ccc(F)cc3)C2)c1,6.3,61,3.3%,0.1%,.,.,.,.,.,.,.,1.3%,
COC(=O)CSc1cc(C)nc(NC(C)=O)n1,1.5,77,-6.9%,0.4%,1.4%,0.8%,i,-3.3,9.1%,7.1,-0.9,0.0%,
CCOC(=O)Nc1ccc2c(c1)N(C(=O)OC)c1ccccc1CC2,.,.,-5.8%,-1.4%,-3.9%,15.7%,i,-14.1,-1.8%,2.0,9.6,0.0%,
Cc1ccn2c(c1)nc(=O)c1cc(S(=O)(=O)N3CCCCC3)ccc12,0.2,38,3.3%,1.1%,-14.8%,12.6%,.,.,5.7%,.,.,-0.6%,
O=C(COc1ccc(/C=N/NC(=O)c2ccccc2O)cc1)Nc1ccc([N+](=O)[O-])cc1,6.9,64,-3.2%,0.9%,-7.0%,33.5%,i,-5.1,3.0%,-1.7,-6.3,0.0%,
COc1ccc(NC(=O)c2cc(-c3ccccn3)nc3c(C)cc(C)cc23)c(C)c1,1.4,61,-3.9%,1.0%,-7.1%,7.8%,.,.,-4.3%,.,.,-0.2%[50 µM],
COCCn1c(SCC(=O)Nc2ccc(C(C)=O)cc2)nnc1-c1ccco1,1.4,63,2.7%,0.0%,-9.2%,16.3%,.,.,-0.3%,.,.,0.5%,
COC(=O)c1cn(C(=O)c2cccc(Br)c2)c2ccccc12,-0.7,45,-4.8%,1.5%,-5.2%,-0.2%,.,.,0.7%,.,.,0.0%,
On1c(-c2ccc(Cl)cc2)nc2ccccc21,-0.4,48,.,1.5%,-3.4%,-3.0%,i,-7.9,7.1%,78.9*,73.3*,.,
CCN1C(=O)c2ccc(C(=O)Nc3ncc(C)s3)cc2C1=O,0.1,67,-1.5%,2.2%,6.9%,2.9%,i,11.3,-11.4%,10.4,9.5,0.2%,
CCOc1ccc(NC(=O)COc2ccc(C(=O)NCC3CCCO3)cc2OC)cc1 (stereo not given),3.6,60,1.5%,1.1%,.,.,.,.,.,.,.,0.6%[50 µM],
O=c1[nH]c(CN2CCN(Cc3ccc4c(c3)OCO4)CC2)nc2ccccc12,-0.1,47,-2.1%,1.0%,-2.7%,13.5%,i,-0.8,-6.7%,4.8,-10.9,0.7%,
O=C1N(c2ccccc2C(F)(F)F)O[C@@]1(c1ccccc1)C1CCCC1,2.7,49,-8.0%,-1.4%,.,.,.,.,.,.,.,0.5%,
COc1ccccc1NC(=O)CCSc1nnc(-c2ccco2)o1,1.5,54,-3.0%,3.2%,-8.6%,-1.0%,i,-1.7,15.3%,-9.7,11.2,2.5%,
O=C(COC(=O)c1ccccc1O)Nc1ccc(S(=O)(=O)N2CCCCC2)cc1,0.1,59,1.5%,2.5%,-0.5%,4.1%,i,-7.0,-6.0%,15.3,4.4,0.4%,
CCCC(=O)c1ccc(N2CCN(S(=O)(=O)c3ccc(C)cc3)CC2)c(F)c1,2.2,40,-5.8%,0.9%,0.7%,13.6%,i,-3.7,-15.1%,10.5,-0.8,-1.9%,
Cc1ccc(S(=O)(=O)Nc2ccccc2F)cc1C(=O)N1CCN(c2ccccc2O)CC1,-1.1,40,-0.4%,1.6%,.,.,.,.,.,.,.,-0.2%[50 µM],
CCOc1ccccc1N(CC(=O)Nc1ccccc1C(=O)NCc1ccco1)S(C)(=O)=O,2.1,41,-4.9%,8.0%,-6.5%,-1.7%,i,4.0,1.6%,-1.1,-32.8,0.8%[50 µM],
CCCCCCNc1nc(Cl)nc(NC(C)(C)CO)n1,-0.2,56,-3.9%,9.4%,-3.4%,5.5%,.,.,5.6%,.,.,-0.5%,
COc1cc2c(cc1OC)CN(C1CC(=O)N(c3c(C)cccc3C)C1=O)CC2 (stereo not given),1.3,59,-1.5%,2.6%,-5.1%,19.2%,i,14.3,-2.0%,16.7,14.2,0.0%,
CN(CC(=O)Nc1cccc(F)c1)C(=O)c1ccc2c(=O)n3c(nc2c1)CCC3,1.0,47,0.0%,0.0%,.,.,.,.,.,.,.,1.4%[50 µM],

# In the list so far, 2 contain a Cl atom:
SMILES,NTR1 ag,NTR1 ag cell count 20 µM,NS5 inhibitors,RSV antiviral HEp-2,LYP inhibition,AID2073,Autophagy mod,Autophagy mod cell loss 18 h,GPR35 arrestin U2OS,WT yeast gro inh,WT yeast gro inh mutant strain,K1F lysis inhibition,others
On1c(-c2ccc(Cl)cc2)nc2ccccc21,-0.4,48,.,1.5%,-3.4%,-3.0%,i,-7.9,7.1%,78.9*,73.3*,.,
CCCCCCNc1nc(Cl)nc(NC(C)(C)CO)n1,-0.2,56,-3.9%,9.4%,-3.4%,5.5%,.,.,5.6%,.,.,-0.5%,

# Carrying on.
SMILES,NTR1 ag,NTR1 ag cell count 20 µM,NS5 inhibitors,RSV antiviral HEp-2,LYP inhibition,AID2073,Autophagy mod,Autophagy mod cell loss 18 h,GPR35 arrestin U2OS,WT yeast gro inh,WT yeast gro inh mutant strain,K1F lysis inhibition,others
CCCCc1nc(SCC(=O)Nc2cc(C)on2)n[nH]1,1.5,69,-2.1%,-0.2%,-3.0%,2.4%,i,28.8,3.2%,-2.7,-0.4,1.0%[50 µM],
COc1ccc(CCNc2oc(Cc3ccccc3)nc2C#N)cc1OC,2.2,35,-7.8%,2.2%,-6.9%,-3.1%,i,2.5,-4.8%,-17.6,-2.2,0.1%,
O=C(C/C=N/OCc1ccc(Cl)cc1)c1cnc(-c2ccccc2)s1,-0.3,63,-2.7%,1.9%,-2.5%,9.4%,i,4.3,-13.3%,-5.3,3.9,-0.5%,
C[C@@H](NC(=O)c1nc[nH]c1C(=O)N1CCN(c2ccccc2)CC1)c1ccccc1,1.4,70,4.8%,0.0%,.,.,.,.,.,.,.,0.3%,
COc1ccc(N2CCN(CC(=O)c3c(C)n(C)c4ccc(OC)cc34)CC2)cc1,7.5,37,.,-1.8%,-8.0%,6.2%,.,.,-2.5%,.,.,.,
S=C(Nc1cccc(Cl)c1Cl)Nn1cnnc1,-2.3,59,1.3%,1.2%,6.8%,34.2%,i,4.0,0.5%,-4.5,1.0,8.9%[50 µM],
CC(=O)/C(=N\Nc1ccc(C)cc1)N1CCOCC1,-0.9,57,-3.2%,-2.8%,-3.2%,-21.1%,i,15.4,13.3%,43.9,44.1,2.5%,
CCOC(=O)c1[nH]c2cc(OC)c(OC)cc2c1NC(=O)c1nonc1C,7.8,82,-5.2%,2.8%,-5.4%,38.3%,i,4.4,-2.4%,14.9,6.4,-0.1%,
Cc1cccc(COc2ccc(/C=N/NC(=O)c3nnn(-c4nonc4N)c3C)cc2)c1,1.1,45,-8.1%,0.7%,-9.0%,22.3%,.,.,15.3%,.,.,0.0%,
Cc1cc(C)cc(N(C(=O)c2ccccn2)C(C(=O)NC2CCCCC2)c2cccs2)c1 (stereo not given),2.6,51,0.7%,0.8%,-2.9%,-9.8%,i,0.9,-1.7%,-5.9,-5.5,0.4%,
CC(C)c1ccccc1NC(=O)CNC(C)c1ccc(F)cc1 (stereo not given),3.8,33,.,-1.4%,-3.4%,29.3%,i,-2.5,-0.2%,-4.6,13.4,.,
Cc1ccccc1-c1nc(CN2CCC(C(=O)NC3CCCCC3)CC2)c(C)o1,0.5,75,-8.8%,1.5%,-8.7%,3.4%,.,.,19.2%,.,.,0.4%,
COc1cc(NC(=O)c2noc3c2CCC3)c(OC)cc1Cl,0.6,77,4.1%,-1.3%,1.5%,7.7%,i,-13.4,-5.3%,9.9,7.4,-0.3%,
CC(C)(C)CC(=O)O/N=C(\N)c1ccccn1,1.4,48,0.0%,1.4%,-7.7%,-2.6%,i,-4.4,8.1%,7.7,10.1,4.5%,
N#CCSc1nc2ccccc2c(=O)n1CCC(=O)NCCc1ccccc1,-1.4,83,-4.1%,4.5%,0.7%,10.8%,i,4.7,-3.0%,0.5,7.9,0.3%,NS5 inhibitors pilot replicate=-5.3
COc1cccc(Cn2c(-c3nonc3N)nc3ccccc32)c1,4.1,72,0.7%,0.0%,1.6%,-8.2%,i,63.6,-6.0%,32.8,26.8,0.7%,
CCOc1ccc(-c2csc(NC(=O)c3ccco3)n2)cc1,2.7,60,-8.0%,21.4%,-1.2%,5.6%,.,.,-0.4%,.,.,-0.2%,
CC(C)c1nc(SCC(=O)N2CCOCC2)c2c(=O)n(C)c(=O)n(C)c2n1,-1.6,65,0.0%,3.0%,-6.0%,14.3%,.,.,15.2%,14.0,2.4,0.7%,
O=C(NNC(=O)c1ccc(Cl)c([N+](=O)[O-])c1)c1ccncc1,1.8,43,.,0.8%,-4.9%,6.6%,.,.,2.9%,.,.,0.2%,
Cc1c(NS(=O)(=O)c2cc(C(=O)NCCN(C)C)ccc2Cl)c(=O)n(-c2ccccc2)n1C,-1.0,91,0.7%,0.3%,-7.7%,11.3%,.,.,4.8%,.,.,0.3%,

# Molecules listed so far that have an NH in an aromatic ring (5):
SMILES,NTR1 ag,NTR1 ag cell count 20 µM,NS5 inhibitors,RSV antiviral HEp-2,LYP inhibition,AID2073,Autophagy mod,Autophagy mod cell loss 18 h,GPR35 arrestin U2OS,WT yeast gro inh,WT yeast gro inh mutant strain,K1F lysis inhibition,others
O=C(c1n[nH]c(=O)c2ccccc12)N1CCN(Cc2ccc3c(c2)OCO3)CC1,-0.2,70,9.5%,0.2%,-8.3%,8.4%,.,.,-14.5%,.,.,0.0%,
O=c1[nH]c(CN2CCN(Cc3ccc4c(c3)OCO4)CC2)nc2ccccc12,-0.1,47,-2.1%,1.0%,-2.7%,13.5%,i,-0.8,-6.7%,4.8,-10.9,0.7%,
CCCCc1nc(SCC(=O)Nc2cc(C)on2)n[nH]1,1.5,69,-2.1%,-0.2%,-3.0%,2.4%,i,28.8,3.2%,-2.7,-0.4,1.0%[50 µM],
C[C@@H](NC(=O)c1nc[nH]c1C(=O)N1CCN(c2ccccc2)CC1)c1ccccc1,1.4,70,4.8%,0.0%,.,.,.,.,.,.,.,0.3%,
CCOC(=O)c1[nH]c2cc(OC)c(OC)cc2c1NC(=O)c1nonc1C,7.8,82,-5.2%,2.8%,-5.4%,38.3%,i,4.4,-2.4%,14.9,6.4,-0.1%,
